Eya2 phos inh – qHTS Assay for Inhibitors of the Phosphatase Activity of Eya2 | 330,000 compounds, 0.006% hits | AID 488837, 2010 | recombinant Eya2, OMFP fluorescence dephosphorylation (OMFP is methylfluorescein phosphate) | Protein phosphatase EYA2 (Homo sapiens), O00167 | Potency, µM (highest dose often 76.9 µM), without a hit: at the top dose activity, negative = inhibition, hits mostly inhibitors; further: potency means the concentration at half of the fitted maximal effect; on the % scale 0 is the no-effect control and ±100 the full control effect
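Eya2 protein (added as 0.2 uM solution) was preincubated with compound for 10 min at ambient temperature in 50 mM HEPES pH 7.5, 50 mM NaCl, 5 uM MgCl2, 0.05% BSA, 1 mM DTT. OMFP (added at 50 uM) then reacted 10 min; fluorescence read at 485/525 nm.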
USP2a block – qHTS Assay for Inhibitors of Ubiquitin-specific Protease USP2a Using CHOP2 as the Reporter; USP2 core, Ub-CHOP2 coupled fluorogenic reporter, 485/531; Potency, µM (doses to about 38.3 µM), for the others: at the top dose activity change, negative = inhibition, actives largely listed as inhibitors; Ubiquitin carboxyl-terminal hydrolase 2 (Homo sapiens), O75604; 330,000 compounds, 0.01% hits; AID 463254, 2010;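 further: potency means the concentration at half of the fitted maximal effect; plate controls were DMSO wells for no effect and full inhibition by NEM control for full effect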
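USP2 core (10nM final) preincubated 30min RT with compound in 20mM Tris-HCl pH 8.0, 2mM CaCl2, 2mM beta-mercaptoethanol, 0.05% CHAPS; 25nM Ub-CHOP2 plus 25nM reporter substrate added, fluorescence (Ex485/Em531) read after 60min.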
p53 reactivation – qHTS assay for re-activators of p53 using a Luc reporter; AID 504706, 2011; Potency, µM (doses to about 92.2 µM), for inactives: at the top dose activity change, positive = activation, hits mostly activators; H1299 p53-A138V BP100-luciferase reporter, luminescence, 24 h; 320,000 compounds, 0.063% hits; further: potency means the concentration at half of the fitted maximal effect; % of control where 0% means no effect; nearly all actives have a fitted effect of over 45% in size
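H1299 (p53-null), stable ts p53-A138V + BP100-Luc; 1000 cells/well, Opti-MEM/10% FBS; cpd 4 pt, 1:5; 24 h, 37 deg C, 5% CO2; detection reagent 10 min RT; luminescence.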
TSG101-PTAP inh – qHTS Assay for Iinhibitors of HIV-1 Budding by Blocking the Interaction of PTAP/TSG101; Tumor susceptibility gene 101 protein (Homo sapiens), Q99816; Fluorescence polarization, FITC-PTAP peptide / Tsg101 binding; Potency, µM (top dose mostly 115 µM), inactives show top-dose activity change, negative = inhibition, hits mostly inhibitors; 340,000 tested, under 10 active; AID 493005, 2010; active means well fitted inhibition curve with a large enough effect in the main read-out, with a control signal flat, not every such curve was filed as active; inconclusive means small, poorly fitted or top-dose-only effect, or effect the other way, or a change in a side signal; inactive means no such curve, though single readings can be large or run the other way; further: potency means the concentration at half of the fitted maximal effect; % of control where 0% means no effect
Target sequence (Q99816 whole entry, looked up): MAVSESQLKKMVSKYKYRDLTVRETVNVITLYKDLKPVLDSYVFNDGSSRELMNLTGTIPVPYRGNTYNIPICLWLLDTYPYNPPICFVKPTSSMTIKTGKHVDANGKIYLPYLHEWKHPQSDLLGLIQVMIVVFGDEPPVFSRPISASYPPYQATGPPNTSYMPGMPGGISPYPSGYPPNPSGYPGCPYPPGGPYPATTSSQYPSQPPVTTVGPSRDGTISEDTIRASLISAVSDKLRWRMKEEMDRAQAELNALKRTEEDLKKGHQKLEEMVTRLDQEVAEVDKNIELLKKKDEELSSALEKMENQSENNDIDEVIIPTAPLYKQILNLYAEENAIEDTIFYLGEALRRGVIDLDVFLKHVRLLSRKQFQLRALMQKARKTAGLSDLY
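Fluorescence polarization binding of Tsg101 binding domain (10 uM final) to FITC-labeled PTAP peptide (50 nM final) in HEPES pH 7.5 buffer with NaCl, Tween 20, EDTA, TCEP. Compounds added before peptide; binding 20 min at RT.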
uPA generation – qHTS for Inhibitors of Cell Surface uPA Generation; 330,000 compounds, 0.31% hits; cell surface uPA generation assay, qHTS; Potency, µM (series often up to 38.3 µM), without a hit: at the top dose activity change, negative = inhibition, hits mostly inhibitors; active means well fitted inhibition curve with a large enough effect; inconclusive means small, poorly fitted or top-dose-only effect; inactive means no such curve, though single readings can be large or run the other way; tested in mouse RAW 264.7 cells; further: potency means the concentration at half of the fitted maximal effect; on the % scale 0 is the no-effect control and ±100 the full control effect; nearly all actives have a fitted effect of over 55% in size
BRCA1 expr act – qHTS Assay to Identify Small Molecule Activators of BRCA1 Expression; MCF7-BRCA1-FFLuc reporter, luminescence, 48 h; response scale: scaled: vehicle 0%, 10 µM genistein 100%; Potency, µM (doses to about 46.1 µM), for the others: top-dose activation, hits mostly activators; 380,000 compounds, 1.1% hits; further: potency means the concentration at half of the fitted maximal effect; nearly all actives have a fitted effect of over 80% in size; some results filed as inactive show a strong effect at the top dose
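Cells: MCF7-BRCA1-FFLuc, 2000/well. Exposure: 48 h, 37 °C, 5% CO2. Read: luminescence, 15 min post-substrate. Controls: genistein 10 microM (maximal activation), DMSO (neutral).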
ELG1 genotoxic – qHTS screen for small molecules that induce genotoxicity in human embryonic kidney (HEK293T) cells expressing luciferase-tagged ELG1 | HEK293T ELG1-luciferase reporter, luminescence, 16 h | AID 504466, 2011 | 330,000 compounds, 1.3% hits | Potency, µM (top dose mostly 46 µM), for the others: at the highest dose activity change, positive = activation, hits mostly activators; further: potency means the concentration at half of the fitted maximal effect; % of control where 0% means no effect; nearly all actives have a fitted effect of over 60% in size
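ELG1-luciferase HEK293T cells, 2,000/well; compound pinned in; 16 hr, 37 °C, 5% CO2; ONE-Glo, 30 min RT; luminescence on CCD imager.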
S-ASM inh – Inhibitors of Secretory Acid Sphingomyelinase (S-ASM): qHTS; Sphingomyelin phosphodiesterase (Homo sapiens), P17405; placental ASM, HMU-PC fluorogenic substrate, 60 min; Potency, µM (top dose mostly 57.5 µM), for inactives: at the top dose activity change, negative = inhibition, actives largely listed as inhibitors; 340,000 compounds, 0.006% hits; AID 504937, 2011; further: potency means the concentration at half of the fitted maximal effect
Target sequence (P17405 47-631 limits assumed): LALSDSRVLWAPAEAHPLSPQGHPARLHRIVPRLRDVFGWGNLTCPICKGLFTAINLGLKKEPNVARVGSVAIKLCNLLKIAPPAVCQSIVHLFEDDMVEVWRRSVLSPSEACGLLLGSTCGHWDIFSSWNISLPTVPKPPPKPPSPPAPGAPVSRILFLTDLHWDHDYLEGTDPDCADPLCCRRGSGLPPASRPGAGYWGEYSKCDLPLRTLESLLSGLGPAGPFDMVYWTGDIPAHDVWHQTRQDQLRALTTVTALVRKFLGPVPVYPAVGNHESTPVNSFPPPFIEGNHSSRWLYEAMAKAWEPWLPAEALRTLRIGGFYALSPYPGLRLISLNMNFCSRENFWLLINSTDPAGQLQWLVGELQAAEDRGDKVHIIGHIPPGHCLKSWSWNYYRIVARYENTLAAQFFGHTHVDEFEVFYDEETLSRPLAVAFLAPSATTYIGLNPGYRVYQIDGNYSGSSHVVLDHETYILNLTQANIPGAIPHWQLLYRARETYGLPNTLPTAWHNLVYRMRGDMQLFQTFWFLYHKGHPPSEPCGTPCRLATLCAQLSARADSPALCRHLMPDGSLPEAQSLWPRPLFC
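Human placenta-derived ASM enzyme was preincubated with compound for 10 minutes at room temperature, then given fluorogenic substrate HMU-PC0 (9 uM final) for 60 minutes at 37 °C; a pH 10 stop preceded fluorescence reading at Ex 386/Em 447 nm.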
B2AR arrestin – qHTS assay of beta-arrestin-biased ligands of beta2-adrenergic receptor; Beta-2 adrenergic receptor (Homo sapiens), P07550; beta-arrestin recruitment to beta2AR, cell-based reporter; AID 492947, 2010; Potency, µM (titrated, usually from 46.1 µM), inactives show at the top dose activation, actives largely listed as activators; 330,000 compounds, 0.02% hits;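 further: potency means the concentration at half of the fitted maximal effect; 0% = DMSO controls and full agonism = EC100 isoproterenol or metaproterenol; nearly all actives have a fitted effect of over 65% in size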
Integrin act MD – qHTS for Activators of Integrin-Mediated Alleviation for Muscular Dystrophy; alpha7betagal myoblasts, beta-gal FDG fluorescence, 48 h; Potency, µM (series often up to 38.3 µM), for inactives: at the top dose activation, most hits filed as activators; 350,000 compounds, 0.064% hits;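 further: potency means the concentration at half of the fitted maximal effect; 100% = response of the positive control SU9516; nearly all actives have a fitted effect of over 60% in size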
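Alpha7betagal+/- myoblasts (passage 13) were plated 16-24 hr, then exposed to compounds (1:260 dilution of DMSO stock) for 48 hours at 37C. After MPER lysis, β-galactosidase reporter activity was read as FDG fluorescence (ex 480/em 540) after 30 minutes.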
TRPV1 agonist – HTS Assay for Compounds that Act as Agonists of the Vanilloid Receptor 1; Transient receptor potential cation channel subfamily V member 1 (Homo sapiens), Q8NER1; TRPV1-expressing cells, Fluo-8 calcium influx, agonist mode; activation, % at 8.33 µM; 320,000 compounds, 0.19% hits; in the data active means activation above about 80%; inconclusive means between about 30% and that limit; further: 0% is about no effect
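TRPV1-expressing cells were cultured overnight at 35.5C and loaded with Fluo-8 calcium dye for 40 to 90 min at room temperature. After a 10 s baseline, compound was added and calcium influx was read kinetically for 3 min (ex 480/em 520 nm).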
* = called active by the depositor; u = inconclusive; x = no result given; [ ] = dose if it differs, or a comment. Unless noted, the call rests on the fitted dose curve; in most records, active means well fitted curve in the direction sought with a large enough effect; inconclusive means small, poorly fitted or top-dose-only effect, or another doubt; inactive means no such curve, though single readings can be large; an effect the other way counts as inactive or inconclusive.

Order of results: B2AR arrestin	Eya2 phos inh	S-ASM inh	Integrin act MD	uPA generation	TRPV1 agonist	p53 reactivation	ELG1 genotoxic	USP2a block	TSG101-PTAP inh	BRCA1 expr act
[1] Cc1cccc(Cn2cnc3c(nnn3Cc3ccc(Cl)cc3)c2=O)c1
 : -0.3%	-6.9%	-8.7%	u	x	7.5	6.0%	-9.5%	-0.4%	2.5%	-17.9%
[2] OCCN=C(c1ccccc1)C12CN3CN(CN(C3)C1)C2
 : -0.7%	-4.6%	2.3%	-5.1%	12.2%	-1.7	4.3%	-5.2%	1.3%	-0.4%	-6.6%
[3] COc1cccc(C2=N/C(=C\N(C)C)C(=O)O2)c1
 : 0.6%	-7.8%	-3.1%	22.5%	-0.6%	4.3	7.6%	5.7%	-0.5%	-4.0%	11.2µM*
[4] CSCCC(NC(=O)c1ccoc1C)C(=O)O (configuration not stated)
 : 0.2%	-2.8%	3.1%	-24.6%	4.2%	-1.1	6.0%	2.1%	2.0%	-3.9%	-2.9%
[5] Cc1sc2ncnc(N(C)C3CCCCC3)c2c1C
 : -0.3%	2.7%	-28.2%	0.0%	0.3%	-0.3	10.9%	0.0%	-1.4%	-4.8%	17.9%
[6] COc1ccc(NC(=O)Cc2c(F)cccc2Cl)c(OC)c1
 : -1.1%	-2.6%	0.8%	-16.5%	2.1%	-0.3	0.9%	-0.1%	0.5%	1.1%	1.6%
[7] CC1CCCC(NC(=O)COC(=O)c2cccnc2Cl)C1C (configuration not stated)
 : 0.0%	-2.8%	0.5%	-11.8%	-24.8%	3.9	-5.2%	1.7%	0.6%	-2.8%	0.0%
[8] O=C(/C=C/c1cccc([N+](=O)[O-])c1)N1CCN(C(=O)c2ccco2)CC1
 : -0.2%	-1.7%	0.6%	3.8%	-1.1%	2.2	-3.4%	0.2%	-5.0%	-4.2%	2.5%
[9] O=C(COC(=O)CSc1ccccc1)NNC(=O)c1ccc([N+](=O)[O-])cc1
 : 0.2%	5.7%	-1.7%	6.4%	2.1%	u	-1.9%	5.6%	2.7%	-8.0%	5.1%
[10] COC(=O)c1cnn(-c2ccc(F)cc2F)c1/C=N/NC(=S)NC(C)(C)C
 : 0.0%	-8.0%	-14.2%	-25.8%	5.6%	26.8	-6.5%	-7.3%	1.2%	0.1%	-36.4%
[11] CC(C)c1cc(C(=O)N/N=C/C=C/c2ccccc2)n[nH]1
 : -0.2%	6.6%	-0.6%	22.7%	-13.2%	-4.6	-5.5%	1.1%	2.4%	1.1%	28.2%
[12] CC(C)n1c(SCc2ccccc2F)nc2c1c(=O)n(C)c(=O)n2C
 : 0.0%	-1.0%	-3.5%	-15.5%	-14.9%	4.8	-2.9%	-17.4%	0.4%	-4.4%	7.0%
[13] Cn1c(Cn2nnc3ccccc32)nnc1SCC(N)=O
 : 0.0%	-1.0%	-2.4%	-5.7%	-3.5%	-0.9	7.3%	1.5%	1.4%	-1.5%	0.4%
[14] CC(=O)c1c(C)[nH]c(C(=O)C(C)Sc2nnc(NC3CC3)s2)c1C (configuration not stated)
 : 0.4%	-2.6%	-0.7%	-1.1%	u	3.7	-14.2%	-2.7%	1.7%	0.5%	-35.5%
[15] CCc1ccccc1NC(=O)CN(c1ccc(OC)cc1OC)S(=O)(=O)c1ccccc1[N+](=O)[O-]
 : -1.4%	-2.8%	1.1%	-11.9%	-2.8%	2.3	-2.9%	-4.4%	3.2%	-5.8%	-34.7%
[16] CC(C)=CCOc1c2ccoc2c(OCC=C(C)C)c2oc(=O)ccc12
 : -0.6%	4.2%	-0.5%	16.9%	-8.8%	x	0.8%	-3.3%	4.1%	0.3%	-12.3%
[17] CC(C)CCNC(=O)c1sc2ccc(S(=O)(=O)N3CCCCC3)cc2c1N
 : 0.7%	8.0%	-1.2%	-14.2%	-9.6%	6.0	-4.5%	-5.2%	-12.7%	0.5%	-38.3%
[18] O=C(Cn1nnc(-c2ccccc2)n1)Nc1cccc(S(=O)(=O)N2CCOCC2)c1
 : -0.7%	17.4%	-0.3%	-19.6%	0.9%	2.4	6.7%	-1.3%	-0.8%	1.3%	-7.2%
[19] Cc1ccc(N2C(=O)CS(=O)C(c3ccccc3)C2=O)cc1C (configuration not stated)
 : -0.3%	-2.3%	-0.6%	-12.4%	3.2%	8.3	14.9%	13.5%	0.9%	-1.4%	-16.1%
[20] Cc1ccc(S(=O)(=O)CCSc2n[nH]c(=O)n2-c2ccc3c(c2)OCCO3)cc1
 : -0.5%	0.6%	4.2%	17.7%	u	-3.2	5.0%	0.8%	-1.5%	-0.6%	-28.0%
[21] Cc1nc2ccccn2c1C(=O)CSc1ccccc1Cl
 : 0.2%	7.7%	-6.6%	-33.1%	-2.9%	28.6	-2.6%	-8.4%	0.5%	-1.0%	-1.2%
[22] CC(C)CC(N=Cc1c(O)c2ccccc2oc1=O)C(=O)O (configuration not stated)
 : 0.0%	1.6%	1.6%	3.0%	4.5%	3.1	0.4%	3.1%	5.9%	0.2%	-5.6%
[23] CCCCCCn1cc(C(=O)O)c(=O)c2cc(F)c(N3CCN(C(=O)OCC)CC3)cc21
 : -0.3%	-5.7%	10.9%	-3.7%	7.4%	-2.3	-3.1%	-4.2%	3.4%	-3.7%	-17.3%
[24] COC(=O)Cn1ccc2cc(S(=O)(=O)N3CCCCCC3)ccc21
 : -0.4%	-18.8%	-2.1%	-1.6%	1.5%	2.1	-0.7%	-1.3%	3.3%	-5.3%	-11.6%
[25] CC(=O)Nc1nc2c(c3c1c(=O)oc1ccccc13)CCCCC2
 : 0.1%	-11.8%	x	x	x	0.1	-1.4%	0.3%	0.6%	x	x
[26] CCC(=O)N1CCN(c2nc3ccc(Br)cc3s2)CC1
 : -1.2%	9.0%	2.4%	7.7%	-4.0%	23.6	u	u	0.9%	0.9%	u
[27] CC(C)NC(=O)CSc1ccccc1C(=O)NCc1ccc2c(c1)OCO2
 : -1.1%	-21.7%	7.9%	-8.0%	0.4%	-3.4	-2.7%	-4.9%	-1.2%	-4.7%	-1.1%
[28] FC(F)Oc1ccc(-c2csc(=Nc3cccnc3)n2CC2CCCO2)cc1 (configuration not stated)
 : -0.2%	9.4%	-2.1%	-44.7%	-7.2%	12.8	-1.4%	-2.3%	1.6%	-1.4%	-22.1%
[29] Clc1cccc(CN2CCc3c([nH]c4ccccc34)C2)c1Cl
 : -1.0%	-8.2%	4.4%	-58.2%[inhibitor]	-3.6%	2.6	0.9%	-6.1%	-1.9%	-4.6%	-6.2%
[30] CC(C(=O)NC1CCCCC1)N(Cc1ccc(F)cc1)C(=O)c1snc(C(N)=O)c1N (configuration not stated)
 : -0.3%	-1.7%	260.7%[activator]	1.9%	3.4%	5.4	-0.8%	1.2%	2.0%	-0.8%	-28.2%
[31] CCCCSCCCNC(=O)Nc1ccc(CC)cc1
 : 0.0%	-28.2%	-4.1%	13.0%	8.0%	u	2.2%	0.9%	1.8%	-1.0%	-4.0%
[32] COC(=O)C1CN(C(=O)C(C)Oc2ccc(C)c(C)c2)c2ccccc2O1 (configuration not stated)
 : 0.1%	-10.6%	1.4%	-9.6%	6.9%	5.5	1.2%	-2.0%	-0.2%	-1.3%	4.5%
[33] Cc1cccc(N2CCN(S(=O)(=O)c3cccc4nonc34)CC2)c1C
 : -0.6%	2.4%	-6.4%	13.3%	7.3%	1.5	5.9%	-6.6%	1.9%	1.7%	-30.9%
[34] CC(=O)Nc1ccc(-c2csc(NC(=O)C3CSC4(C)CCC(=O)N34)n2)cc1 (configuration not stated)
 : -0.2%	-44.5%	-1.1%	0.0%	-3.3%	0.5	-3.6%	0.7%	1.9%	-0.8%	-10.6%
